Myeloid diff 2 = compounds promoting myeloid differentiation. ER-HoxA9 myeloid progenitors, lysozyme-GFP differentiation, flow cytometry. calls only at 10 µM. hit rate 1% among 360,000;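 active = normalized GFP-positive differentiation at or above the plate's own cutoff, the solvent-only control mean plus 3 SD; inconclusive = no clear call, values can overlap the other calls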;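 note: cells exposed to compound for four days before flow analysis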
Myeloid diff 2 GFP+ MAC1+ % = also measured in Myeloid diff 2; calls as there; GFP+ MAC1+ double positive, %; measured here: differentiation confirmed by MAC1 staining
Starred values were filed as active, the others as inactive; i = inactive; ? = inconclusive; . = no result given; + = active, no number. Not all compounds are listed (hit frequency here may not be typical).

SMILES	Myeloid diff 2 GFP+ MAC1+ %	Myeloid diff 2
CCCc1cc(=O)[nH]c(SCC(=O)N2CC3(C)CC2CC(C)(C)C3)n1 (configuration not stated)	0.4	i
CCOc1ccc(/C=C/C(=O)N(CC)CC(=O)Nc2c(F)cccc2F)cc1OC	0.6	i
Cc1ccc(C2(c3ccccc3)NC(=O)N(CC(=O)NC3(C#N)CCCC3)C2=O)cc1C (configuration not stated)	0.5	i
Cc1ccc(OCC(=O)NN=C2C3CC4CC(C3)CC2C4)cc1	0.2	i
COC(=O)C[C@@H]1C=C[C@H](NC(=O)Nc2ccc(OC)cc2)[C@@H](CO)O1	0.8	i
O=C(CN1CCN(C(C(=O)Nc2ccc(F)cc2)c2ccccc2)CC1)NC1CC1 (configuration not stated)	0.8	i
O=c1oc(-c2ccc(O)c(O)c2)cc2cc(O)cc(O)c12	3.5	i
COCCCN1C(=O)c2ccc(C(=O)OCC(=O)N3CCN(c4ccccc4)CC3)cc2C1=O	0.8	i
O=C(NCc1ccccn1)c1ccccc1OCc1ccccc1Cl	0.8	i
CC1CN(S(=O)(=O)c2ccc(C(=O)N3CCc4ccccc43)cc2)CC(C)O1 (configuration not stated)	1.1	i
CCOC(=O)C1=CCN(S(=O)(=O)c2ccc(C)cc2)C1c1cccs1 (configuration not stated)	0.7	i
CCN(CC(=O)Nc1ccccc1OC)C(=O)c1cc(S(=O)(=O)N2CCCCCC2)ccc1OC	2.1	i
O=C(CSc1nc(C2CC2)nc2ccccc12)N1CCc2ccccc21	0.7	i
Cc1nc(C)n(C(Oc2ccc(Cl)cc2Cl)C(=O)C(C)(C)C)n1 (configuration not stated)	0.5	i
O=C(CC(NC(=O)OCc1ccccc1)C(=O)OCc1ccccc1)OCc1ccccc1 (configuration not stated)	0.6	i
O=C1C=C(c2ccc(-c3ccccc3)cc2)C[C@@H](c2ccc(F)cc2)C1	0.8	i
CCCCCCCNC(=O)C1(CC2CC(c3cccc(Br)c3)=NO2)CCN(C(=O)Cc2ccc(F)cc2)CC1 (configuration not stated)	1.5	i
O=C1OCCN1N1CCOC1=O	0.7	i
Cc1ccc(S(=O)(=O)Nc2cccc(S(=O)(=O)Nc3ccccc3C(=O)O)c2)c(C)c1	0.4	i
CC(O)(c1cccc(F)c1)c1nc(-c2cccc(C#N)c2)cs1 (configuration not stated)	0.5	i
COc1ccc(C(=O)N2CCCC(C(N)=O)C2)cc1S(=O)(=O)N1CCOCC1 (configuration not stated)	1.3	i
COc1cccc(C(C)(O)c2nc(-c3ccc(C)c(C)c3)cs2)c1 (configuration not stated)	0.7	i
CCOC(=O)C1=CCN(S(=O)(=O)c2ccccc2C)C1c1ccc(Cl)c(Cl)c1 (configuration not stated)	0.7	i
CCNC(=O)C1(C)CCN(C(=O)c2ccc3ccccc3c2)C1 (configuration not stated)	1.0	i
C=CCc1ccccc1OCC(O)CN1CCOCC1 (configuration not stated)	0.9	i
COc1ccc2nc(N(CCN(C)C)C(=O)c3ccc4ncsc4c3)sc2c1	0.1	i
O=C(COC(=O)c1ccc(Cl)cc1[N+](=O)[O-])NNC(=O)c1cccs1	1.3	i
CCCCn1c(N)c(N(Cc2ccccc2OC)C(=O)c2cc(=O)[nH]c3ccccc23)c(=O)[nH]c1=O	1.3	i
CCCn1cnnc1CNC(=O)[C@H]1O[C@@H](n2cnc3c(N)ncnc32)[C@H](O)[C@@H]1O	0.4	i
CC(C)(C)OC(=O)N1CCCC(C(=O)Nc2cccc(C(=O)NCc3ccccc3)c2)C1 (configuration not stated)	2.1	i
COC(=O)c1ccc(C)c(NC(=O)CSc2nnc3ccccn23)c1	0.7	i
COC(=O)C[C@H]1C=C[C@H](NS(=O)(=O)c2cn(C)cn2)[C@@H](CO)O1	1.5	i
O=C(c1ccco1)N1CCN(Cc2cc(=O)oc3cc(O)ccc23)CC1	0.2	i
CC(=O)c1cccc(OCC(=O)Nc2cc(Cl)ccc2-n2cncn2)c1	0.4	i
CN(C)CCNC(=O)c1cccc(-c2cnc3c(NC=O)cc(-c4cccc(F)c4)cn23)c1	1.3	i
OC[C@@H]1CN(Cc2ccc(Cl)cc2)C[C@H](n2cnc3c(NC4CC4)ncnc32)O1	0.1	i
COc1ccc(CCC(=O)Nc2cccc(S(=O)(=O)N3CCCCCC3)c2)cc1OC	0.7	i
O=C(c1ccccc1)C1(c2ccccc2)OC1c1ccccc1 (configuration not stated)	1.0	i
C/C(=N\OCC(=O)OCC(=O)NC(=O)c1ccccc1)c1ccc2c(c1)OCO2	0.2	i
CC(=O)c1ccc(OCC(=O)Nc2cccc(S(=O)(=O)N3CCCC3)c2)cc1	0.5	i
O=S(=O)(NCC(c1ccco1)N1CCc2ccccc2C1)c1ccc(Br)cc1 (configuration not stated)	0.6	i
CCCn1c(N)c(C(=O)CN(C)CC(=O)Nc2ccc(C)cc2)c(=O)[nH]c1=O	0.2	i
O=C(Nc1cccc2ccccc12)c1ccc2sc([C@@H]3O[C@H](CO)[C@@H](O)[C@H]3O)nc2c1	2.3	i
Cc1[nH]c2ccccc2c1/C=N\NC(=O)c1ccccc1Cl	1.0	i
O=C(Nc1ccc(NC(=S)NC(=O)C(c2ccccc2)c2ccccc2)cc1)c1ccccc1	0.6	i
Cc1ccc(C)c(OC(=O)C2CSC3(C)CCC(=O)N23)c1C (configuration not stated)	0.3	i
CC(Oc1ccccc1)C(=O)N1CCN(c2ccc(N3CCOCC3)nn2)CC1 (configuration not stated)	0.6	i
CC(Oc1ccc(F)cc1)C(=O)Nc1ccc(N2CCOCC2)cc1N1CCOCC1 (configuration not stated)	0.5	i
OC[C@H]1O[C@H](OC[C@H]2O[C@H](OC[C@H]3O[C@H](O[C@]4(CO)O[C@H](CO)[C@@H](O)[C@@H]4O)[C@H](O)[C@@H](O)[C@@H]3O)[C@H](O)[C@@H](O)[C@H]2O)[C@H](O)[C@@H](O)[C@H]1O	1.9	i
CCN(CC)S(=O)(=O)c1ccc(N2CCCC2)c(NC(=O)CN2C(=O)NC3(CCCC3)C2=O)c1	0.7	i
COc1ccc(CN(C)C(=O)c2cccc(NC(=O)CC3SC(N4CCCCC4)=NC3=O)c2)c(OC)c1 (configuration not stated)	1.3	i
Cc1noc(C)c1S(=O)(=O)N(C)C[C@@H]1OCc2cnnn2CCCC(=O)N([C@H](C)CO)C[C@@H]1C	1.1	i
Cc1ccc(CNC(=O)C2CCCC2)cc1	0.4	i
COc1ccc(NC(=O)C2Cc3c(-c4ccccc4)ccnc3O2)cc1OC (configuration not stated)	0.7	i
COc1ccc(OC)c(NC(=O)c2ccccc2OC(C)=O)c1	0.7	i
CCCCCCCCN1C(=O)[C@H](CC(=O)NCC2CCCCC2)C[C@@]2(C(=O)OCC)CCC=C12	2.5	i

In a second layout: five of the compounds above
Every second line gives: Myeloid diff 2 GFP+ MAC1+ % | Myeloid diff 2
> COc1ccc(CN(C)C(=O)c2cccc(NC(=O)CC3SC(N4CCCCC4)=NC3=O)c2)c(OC)c1 (configuration not stated)
 : 1.3 | i
> Cc1noc(C)c1S(=O)(=O)N(C)C[C@@H]1OCc2cnnn2CCCC(=O)N([C@H](C)CO)C[C@@H]1C
 : 1.1 | i
> Cc1ccc(CNC(=O)C2CCCC2)cc1
 : 0.4 | i
> COc1ccc(NC(=O)C2Cc3c(-c4ccccc4)ccnc3O2)cc1OC (configuration not stated)
 : 0.7 | i
> COc1ccc(OC)c(NC(=O)c2ccccc2OC(C)=O)c1
 : 0.7 | i

Carrying on:
SMILES	Myeloid diff 2 GFP+ MAC1+ %	Myeloid diff 2
O=C1NC[C@H](c2ccccc2)OC(=O)[C@@H](Cc2ccc(F)cc2)CC/C=C/C[C@@H]1CC(=O)N(CCO)Cc1ccccc1	1.7	i
CCCCNC(=O)[C@@H]1CC=C[C@@H]2CCN(C3CC3)C(=O)[C@@H]21	0.4	i
CCOc1ccccc1NC(=O)c1cc2ccccc2o1	0.8	i
COc1ccc(CCNC(=O)COC(=O)c2ccc(C)s2)cc1	0.4	i
CN(C)C(CNC(=O)CCc1nc2sc3c(c2c(=O)[nH]1)CCCC3)c1ccccc1 (configuration not stated)	0.6	i
Cc1c(C(=O)NCc2ccc(F)cc2)sc(=O)n1Cc1ccccc1	1.0	i
Cc1ccc(CNC(=O)C2CCN(S(=O)(=O)N3CCC(C)CC3)CC2)cc1	0.4	i
COc1cc(C)ccc1NC(=O)Cc1csc(NC(=O)Nc2ccccc2OC)n1	0.5	i
CC(=O)CC1c2cc(F)ccc2C=C(c2ccsc2)N1c1ccc(-c2cccnc2)cc1 (configuration not stated)	1.1	i
CC(C)(C)NC(=O)C(c1ccc(C(F)(F)F)cc1)n1c(=O)c(-c2cc3ccccc3[nH]2)nc2ccccc21 (configuration not stated)	0.9	i
Cc1ccc(S(=O)(=O)N(C)C[C@@H]2OCc3ccccc3-c3c(n(C)c4ccccc34)C(=O)N([C@H](C)CO)C[C@@H]2C)cc1	0.5	i
CN(CC(=O)NCc1cccs1)CC(=O)Nc1ccccc1Cl	1.0	i
COc1cc(C(=O)N2CCN(c3ccccc3)CC2)c2ccccc2n1	.	?
CCC(C(=O)Nc1ccccn1)c1ccccc1 (configuration not stated)	0.4	i
Cc1cc(NC(=O)c2ccc3nccnc3c2)ccc1Br	0.4	i
CC(=O)N1CCN(c2ccc(S(=O)(=O)N3CCOCC3)cc2[N+](=O)[O-])CC1	0.5	i
O=C(COC(=O)C1CCN(C(=O)c2ccc(Cl)cc2)CC1)Nc1ccccc1F	0.3	i
CC(C)C#Cc1ccc2c(c1)O[C@@H](CN(C)S(=O)(=O)c1cn(C)cn1)[C@@H](C)CN([C@H](C)CO)S2(=O)=O	0.7	i
COc1ccc(NC(=O)CN(C)C(=O)c2cccc(S(=O)(=O)N3CCN(c4ccc(F)cc4)CC3)c2)cc1	0.7	i
CC(C)NC(=O)N(C)C[C@H]1Oc2ccc(NC(=O)Cn3cnnn3)cc2C(=O)N([C@H](C)CO)C[C@@H]1C	0.5	i
O=C(NCCCN1CCOCC1)c1cccc(S(=O)(=O)N2CCc3ccccc32)c1	0.3	i
COc1ccc(-c2cn(CCO)c(-c3ccc(Cl)nc3)n2)cc1	0.2	i
CC(C)c1ccc(NC(=O)Nc2nc(C(C)N)cs2)cc1 (configuration not stated)	1.1	i
COC(=O)c1ccc(CNC(=O)COC(=O)c2cc(Cl)ccc2O)cc1	1.8	i
CC(O)c1nc(C(C)O)n(CC(=O)c2ccccc2)n1 (configuration not stated)	2.0	i
N#CC(C#N)=NNc1ccc2cn[nH]c2c1	0.9	i
CCOC(=O)C1=C(COC(=O)CSc2ccc(Br)cc2)NC(=O)NC1C (configuration not stated)	0.8	i
Cc1ccccc1OCC(=O)N(Cc1ccco1)c1c(N)n(Cc2ccccc2)c(=O)[nH]c1=O	0.7	i
Cc1ccc(S(=O)(=O)CCC(=O)OCC(=O)Nc2cc(S(=O)(=O)N3CCOCC3)ccc2Cl)cc1	1.1	i
CCOC(=O)c1c(C)[nH]c(NC(=O)NNC(=O)c2ccccc2Cl)c1C	0.3	i
O=C(Nc1ccc(N2CCOCC2)cc1N1CCOCC1)c1ccccc1	0.5	i
COc1cc(C2(c3ccc(O)c(OC)c3)C(=O)Nc3c(C)cc(Br)cc32)ccc1O	0.7	i

Look-ups from above:
Under Myeloid diff 2 GFP+ MAC1+ %, `N#CC(C#N)=NNc1ccc2cn[nH]c2c1` reads 0.9
Under Myeloid diff 2 GFP+ MAC1+ %, `Cc1ccccc1OCC(=O)N(Cc1ccco1)c1c(N)n(Cc2ccccc2)c(=O)[nH]c1=O` reads 0.7

Further compounds.
SMILES	Myeloid diff 2 GFP+ MAC1+ %	Myeloid diff 2
CCN(C(=O)CSc1ccc(S(=O)(=O)N2CCOCC2)cn1)c1ccccc1	0.4	i
CCCCC(=O)N(C)c1c(C)nc2ccc(C(=O)N(C)Cc3ccco3)cn12	0.7	i
COC(=O)C1=C(C(=O)OC)[C@@H]2N(C)c3ccccc3[C@@]23C[C@@H](CO)N(C(=O)c2cccs2)C3=N1	2.2	i
Fc1ccc2c(-c3cccc(C(F)(F)F)c3)c(-c3ccccc3)ncc2c1	0.2	i
CC1(C)OC(=O)C2=C(CC(CCc3ccccc3)OC2c2ccccc2)O1 (configuration not stated)	0.5	i
O=C(CCN1C(=O)c2ccccc2C1=O)c1cnc[nH]1	0.9	i
CCC1CCc2sc(C(=O)NC3CCN(Cc4ccccc4)CC3)cc2C1 (configuration not stated)	0.7	i
ClC(CCN1CCN(Cc2ccccc2)CC1)c1ccccc1 (configuration not stated)	0.2	i
Nc1ncnc2c1ncn2-c1ccccc1Cl	0.8	i
CN(C)Cc1c(C(=O)Nc2ccccc2)[nH]c2ccccc12	1.7	i
Cc1cc(NC(=O)CSc2nc(-c3cccs3)nc3ccccc23)no1	.	?
COc1ccc2nc(-c3ccccc3)cc(C(=O)OCC(=O)NC3CC3)c2c1	0.3	i
Cc1cccc2cccnc12	1.6	i
O=C1C[C@@H]2c3c(cccc3CN1Cc1ccccc1F)C[C@@H](O)[C@H]2O	1.6	i
CCCN(C)C1CN(Cc2cn(Cc3cc(C)cc(C)c3)nn2)S(=O)(=O)C1 (configuration not stated)	0.0	i
Cc1cc(Cl)ccc1OCC(=O)Nc1cccc(S(=O)(=O)NC2=NCCCCC2)c1	4.2*	+
O=C(NCC1CCCN1S(=O)(=O)c1cccs1)c1ccc(F)c(F)c1 (configuration not stated)	0.7	i
S=C(Cc1ccccc1)Nc1ccccc1	0.8	i
CC(=O)Nc1ccc(S(=O)(=O)NCC(=O)N2CCN(S(=O)(=O)c3cccs3)CC2)cc1	0.7	i
Cc1ccc(N2CC(NC(=O)C3CC3)CC2=O)cc1 (configuration not stated)	0.7	i
